Sm TGR block: qHTS Assay for the Inhibitors of Schistosoma Mansoni Peroxiredoxins; Schistosoma mansoni thioredoxin glutathione reductase (TGR), Q962Y6; purified TGR, DTNB reduction, TNB absorbance 405 nm; Potency, µM (series often up to 114 µM), inactives show at the top dose activity change, negative = inhibition, hits mostly inhibitors; 360,000 compounds, 3% hits; AID 485364, 2010; active = well fitted inhibition curve with a large enough effect; inconclusive = small, poorly fitted or top-dose-only effect; inactive = no such curve, though single readings can be large or run the other way; also: nearly all actives have a fitted effect of over 60% in size
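Kinetic colorimetric format: TGR-catalysed, NADPH-driven DTNB reduction monitored via TNB absorbance. Enzyme dispensed at 20 nM; compound exposure 15 min at room temperature before reaction start.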
* hit, by the source's call; u = inconclusive. % is scaled to controls: 0 for no effect and ±100 for the full control effect; potency is read from the fitted curve at half-maximal effect.

SMILES	Sm TGR block
COc1cc(OC)c(NC(=O)Cc2c(C(=O)O)c(C)cn2C)cc1Cl	-1.7%
COc1cc(C(=O)NCC(c2cccs2)S(=O)(=O)c2ccc(F)cc2)cc(OC)c1OC (stereo unspecified)	-19.7%
COc1ccc(/C=C/c2noc(-c3ccccc3O)n2)cc1OC	8.7%
CN(C)c1cccc(C(=O)N2CCC(c3c[nH]c4ccccc34)(c3c[nH]c4ccccc34)CC2)c1	-12.1%
Cc1ccc(C2CCN(C(=O)c3cnn(-c4ccc(C)c(C)c4)c3C3CCN(C(=O)OC(C)(C)C)CC3)C2)cc1 (stereo unspecified)	-12.0%
CCCn1c(=O)c2sccc2n2c(CCCC(=O)NCCc3ccc(Cl)cc3)nnc12	-0.7%
O=C(NCC(c1cccnc1)N1CCc2ccccc2C1)C(=O)Nc1cccc(Cl)c1 (stereo unspecified)	-2.2%
CC(C)NC(=O)N1CCC(N2CCN(Cc3ccc(F)cc3)C(=O)C2=O)CC1	0.6%
CC(=O)c1cccc(NC(=O)c2cc(-c3ccc(Cl)s3)nc3ccccc23)c1	-0.4%
O=C(Nc1cc(-c2nc3ccccc3o2)ccc1Cl)c1cccc2c(Cl)cccc12	-1.8%
Cc1cc(C)cc(NC(=O)C(=O)NCC(c2cccnc2)N2CCc3ccccc3C2)c1 (stereo unspecified)	-5.4%
COC(=O)c1sccc1S(=O)(=O)N(CC(=O)NCc1ccccc1)c1ccc(C)cc1	-13.2%
CCN(Cc1ccccc1)C(=O)CN1C(=O)CSc2ccc(S(=O)(=O)N(CC)CC)cc21	19.3%
CNC(=O)C1CCC(Cn2c(=O)c3sccc3n(CC(=O)Nc3ccc(C)c(C)c3)c2=O)CC1 (stereo unspecified)	-8.5%
Cc1cc(OC(C)C(=O)N(Cc2ccco2)Cc2ccco2)cc(C)c1Cl (stereo unspecified)	-0.2%
COC(=O)c1c(NC(=O)/C(C#N)=C/c2ccccc2)sc2c1C(C(=O)OC)CC2 (stereo unspecified)	-19.1%
CCCCN(C)CCCNC(=O)C1CCN(S(=O)(=O)CC)CC1	-0.5%
CCOc1ccc(CNC(=O)c2cnc3sc(N4CCC(C)CC4)nn3c2=O)cc1OC	7.8%
Cc1ccc(C(=O)c2sc(Nc3ccc(F)cc3)nc2N)c(C)c1	-13.5%
CCOc1ccc(N2CC(NC(=O)C3CCCC3)CC2=O)cc1 (stereo unspecified)	15.8%
CCC(C(=O)NCCCN(CC)CC)n1ncn2c(cc3occc32)c1=O (stereo unspecified)	-1.3%
Cc1ccc(OCc2nc(-c3ccc(C(=O)NCCc4ccc(Cl)cc4)cc3)oc2C)cc1	-1.2%
Cc1ccc2c(CC(=O)Nc3ccc(S(=O)(=O)N4CCCC(C)C4)cc3)coc2c1 (stereo unspecified)	4.2%
CCN(c1ccccc1)S(=O)(=O)c1c(C)nc2scc(C)n2c1=O	-10.6%
Cc1ccc(CCNC(=O)c2nnc(Cc3cccc(F)c3)o2)cc1	-8.8%
Cc1ccc(-c2cc(NC(=O)COc3ccc(Cl)c(C)c3)on2)cc1	2.1%
COc1ccc(CCNC(=O)Cn2c(=O)c3cccn3c3ccc(F)cc32)c(OC)c1	2.8%
CC(=O)c1ccc(NC(=O)C2CCN(S(=O)(=O)c3c(C)noc3/C=C/c3ccc(C)cc3)CC2)cc1	3.4%
CCc1ccc(Nc2nc3c(S(=O)(=O)c4cccc(Cl)c4)nnn3c3ccsc23)cc1	6.9%
O=C(Nc1ccc(F)cc1)c1nc(SCc2ccccc2F)ncc1Cl	-0.2%
COc1ccc(/C=C\c2onc(C)c2S(=O)(=O)N2CCC(C(=O)Nc3cccc(Cl)c3)CC2)cc1	6.2%
Cc1ccc(-n2c(=O)c3c(cnn3C)n(CC(=O)Nc3ccccc3C)c2=O)cc1	2.0%
Cn1cc(-c2cc3n(n2)CCC(=O)N3CC(=O)NCc2ccccc2)c2ccccc21	-11.8%
COc1ccccc1-c1noc(CSc2nc3ccc(C)cc3[nH]2)n1	-5.2%
COc1cccc(N2CCN(c3ncnc4c3c(-c3ccccc3)cn4-c3ccc(C)cc3)CC2)c1	-4.0%
CCOc1ccc(NC(=O)Cn2cc(C(=O)c3ccccc3)c(=O)c3cc4c(cc32)OCO4)cc1	-2.1%
CC(C)c1ccccc1NC(=O)CN(c1ccccc1)S(=O)(=O)N(C)C	-2.1%
CCOC(=O)N1CCc2c(sc3c2C(=O)NC(c2cc(OC)c(O)c(OC)c2)N3)C1 (stereo unspecified)	-6.3%
CC(C)CNC(=O)N1CCN(S(=O)(=O)c2ccc3c(ccn3C)c2)CC1	5.7%
Cc1ccccc1OCC(=O)Nc1ccc2nc(SCC(N)=O)sc2c1	-1.5%
CNS(=O)(=O)c1cc(-c2nnc(Nc3cc(C)ccc3C)c3ccccc23)ccc1C	1.5%
CCCN1Cc2cccc(C(=O)Nc3cccc(C(=O)OCC)c3)c2C1=O	-2.9%
CCOc1ccccc1NC(=O)c1sc2nc(-c3ccc(OC)cc3)ccc2c1N	-5.2%
C#CCSc1nc(-c2ccccc2)c2cc(Cl)ccc2n1	8.2%
COc1ccc(-c2cn(-c3ccc(C)cc3)c(S(=O)(=O)CC(=O)Nc3ccccc3)n2)cc1	-14.6%
O=C(NCc1ccccc1)C1CCN(c2ncnc3c2nc2n3CCCCC2)CC1	0.6%
CCOC(=O)c1cccc(NS(=O)(=O)c2cc3[nH]c(=O)c(=O)[nH]c3cc2C)c1	0.5%
COCCN1C(=O)c2[nH]nc(-c3ccccc3O)c2C1c1ccc(Cl)c(Cl)c1 (stereo unspecified)	5.7%
COc1cccc(CNC(=O)CSc2ccc(-c3sc(-c4ccccc4)nc3C)nn2)c1	0.3%
COC(=O)C(CCSC)NC(=O)c1cc2c(n(-c3ccc(C)cc3)c1=O)CC(C)(C)CC2=O (stereo unspecified)	-0.9%

Overlap with the part before: 3 entries, followed by the next part.
SMILES	Sm TGR block
COCCN1C(=O)c2[nH]nc(-c3ccccc3O)c2C1c1ccc(Cl)c(Cl)c1 (stereo unspecified)	5.7%
COc1cccc(CNC(=O)CSc2ccc(-c3sc(-c4ccccc4)nc3C)nn2)c1	0.3%
COC(=O)C(CCSC)NC(=O)c1cc2c(n(-c3ccc(C)cc3)c1=O)CC(C)(C)CC2=O (stereo unspecified)	-0.9%
Cc1ccc(S(=O)(=O)Nc2cccc(-c3ccc(N4CCCCC4)nn3)c2)s1	1.3%
CCOc1ccc(-c2nonc2NC(=O)c2oc3ccc(CC)cc3c2C)cc1	-2.4%
NS(=O)(=O)c1ccc(CCNC(=O)CCCCCn2c(=O)[nH]c3ccccc3c2=O)cc1	2.2%
COc1ccc(OC)c(NC(=O)CCc2c(C)nn(-c3ccc(N4CCCC4)nn3)c2C)c1	-3.5%
COc1ccc(C2CC(=O)c3cc(-c4nc(-c5cccc([N+](=O)[O-])c5)cs4)c(=O)n(-c4cc(C)cc(C)c4)c3C2)cc1 (stereo unspecified)	4.4%
Cn1c(-n2cccc2)c(-c2c(-c3ccc(F)cc3)[nH]c3c2c(=O)n(C)c(=O)n3C)c(=O)n(C)c1=O	-1.0%
COC(=O)c1cc2oc(C)cc2n1CC(=O)Nc1cc(Cl)ccc1OC	-0.9%
Cc1ccc(C2C=C(c3ccccc3)Nc3nc(NS(C)(=O)=O)nn32)cc1 (stereo unspecified)	u
O=C(NCc1ccccc1Cl)C1CCCN(c2nc3ccccc3n3cccc23)C1 (stereo unspecified)	4.4%
Cc1ccc(C)c(Nc2nn3c(=O)c4ccc(C(=O)NC5CCCCC5)cc4nc3s2)c1	4.2%
Cc1ccc(CNC(=O)c2ccc3c(c2)N(Cc2cccc(C)c2)C(=O)CS3)cc1	-0.1%
Cc1ccc(Cn2c(=O)n(Cc3ccco3)c(=O)c3oc4ccccc4c32)cc1	-1.6%
COc1ccc(CNC(=O)Cc2c(C)c3c(cc(C)c4c(C)c(C)oc43)oc2=O)cc1OC	-0.5%
COc1ccc(OC)c(NC(=O)CSC2=Nc3ccccc3C3=NC(CC(=O)NCc4ccc5c(c4)OCO5)C(=O)N23)c1 (stereo unspecified)	-1.7%
CCCN1CCN(CC2=C(C(=O)OCC)C(c3cccc(OC)c3OC)NC(=O)N2)CC1 (stereo unspecified)	89.1µM*
COc1cccc(NC(=O)CSc2nccn2C2CCCC2)c1	-6.2%
CCCCN(C)CCCNC(=O)C1CCN(c2nc3ccc(CC)cc3s2)CC1	-4.3%
COc1ccccc1/C=C/c1nc(C#N)c(N2CCCCCC2)o1	9.8%
Cc1ccc2c(c1)C(=O)C(=O)N2Cc1ccc(OC(C)C)cc1	0.2%
Cc1ccc(CNC(=O)c2ccc(Cn3c(SCc4ccc(F)cc4)nc4cccnc43)cc2)o1	u

3 entries from above, as labelled records.
> COc1ccccc1-c1noc(CSc2nc3ccc(C)cc3[nH]2)n1
  Sm TGR block = -5.2%

> COc1cccc(N2CCN(c3ncnc4c3c(-c3ccccc3)cn4-c3ccc(C)cc3)CC2)c1
  Sm TGR block = -4.0%

> CCOc1ccc(NC(=O)Cn2cc(C(=O)c3ccccc3)c(=O)c3cc4c(cc32)OCO4)cc1
  Sm TGR block = -2.1%

Continued.
SMILES	Sm TGR block
O=C(c1ccccc1Cl)N1CCN(CCc2ccccn2)CC1	3.0%
O=C(NCCc1csc(-c2ccc(F)cc2)n1)c1cccs1	1.1%
Cc1cc2c(cc3c(SCc4ccc(Cl)cc4)nncn32)o1	-17.4%
COc1cc(Nc2ncnc3onc(-c4ccc(Cl)cc4)c23)cc(OC)c1	1.8%
COc1ccc(CNC(=O)C(=O)NCC(c2cccs2)S(=O)(=O)c2cccs2)cc1 (stereo unspecified)	28.2µM*
O=C(Nc1cccc(C(=O)N2CCN(c3ccc(F)cc3)CC2)c1)c1nsc2ccccc12	10.3%
Cc1ccc(NC(=O)c2sc3ncnc(N(C)C4CCCCC4)c3c2C)c(C)c1	14.2%
Cc1ccc(S(=O)(=O)C(CNC(=O)Cc2ccc(Cl)cc2)c2cccs2)cc1 (stereo unspecified)	-29.4%
CN(C)CCCNC(=O)C(=O)NCC(c1ccc2c(c1)OCO2)N1CCOCC1 (stereo unspecified)	5.7%
COCCN1Cc2cccc(C(=O)Nc3ccc(C)cc3C)c2C1=O	6.0%
COc1ccc(-c2cc3nc(-c4ccccc4)cc(C(F)(F)F)n3n2)cc1	1.9%
CN(C)c1ccc(CNC(=O)c2cnc3sc(N4CCOCC4)nn3c2=O)cc1	-6.2%
CC1CCCN(Cc2c(O)ccc3c(=O)c(-c4ccc(Cl)cc4)c(C(F)(F)F)oc23)C1 (stereo unspecified)	0.1%
O=c1n(Cc2ccccc2)nc2n1-c1cc(Cl)ccc1OC2	0.4%
CCc1cccc(CC)c1NC(=O)Cn1nnc2sc(-c3ccccc3)cc2c1=O	-6.0%
CN(C)c1ccc(CN(CC2CCCO2)C(=O)c2ccc(Br)cc2)cc1 (stereo unspecified)	6.5%
CCOC(=O)CSc1nc2ccc(NC(=O)COc3ccccc3C)cc2s1	1.9%
CCc1ccc(NS(=O)(=O)c2ccc3[nH]cc(C(=O)NC4CCCC4)c(=O)c3c2)cc1	-8.7%
CCc1ccccc1NC(=O)CN1CCCN(Cc2cc(C)ccc2C)S1(=O)=O	0.3%
COc1ccc(Cl)cc1NC(=O)CN1C(=O)CN=C(c2ccccc2)c2cc(Cl)ccc21	-1.3%
CCCOc1ccc(C2C(=O)N(C3CCC(C)CC3)CC(=O)N2CCC2=CCCCC2)cc1OC (stereo unspecified)	0.6%
Cc1ccc(S(=O)(=O)N2CCc3cc(C(=O)Nc4ccc(C)c(C)c4)ccc32)cc1	6.0%
CCCN(CCC)C(=O)Cn1c(=O)n(-c2cccc(C)c2)c(=O)c2c1c1cc(OC)ccc1n2C	3.3%
Cc1ccc(-n2c(=O)c3c4c(sc3n(Cc3ccccc3C)c2=O)CCC4)cc1C	7.5%
CCc1ccc(S(=O)(=O)c2cn(CC)c3cc(N4CCOCC4)c(F)cc3c2=O)cc1	-1.0%
O=C(Nc1ccc(F)c([N+](=O)[O-])c1)c1cccn(Cc2ccccc2)c1=O	0.0%
CC(=O)c1ccc(NC(=O)c2ccc(-n3cnnc3)cc2)cc1	1.0%
Cc1ccc2oc(C(=O)NCC(c3ccc(Cl)cc3)N3CCOCC3)c(C)c2c1 (stereo unspecified)	6.4%
COc1ccc(-c2cc(C(F)(F)F)nc(SCC(=O)Nc3ccc(O)cc3)n2)cc1OC	-15.6%
CCOc1ccc(C(=O)c2cn(Cc3ccccc3OC)c3ccc(F)cc3c2=O)cc1	1.4%
COc1cccc(N2CC(NC(=O)C3CC3)CC2=O)c1 (stereo unspecified)	9.1%
COC(=O)c1cnc(NCc2ccc(F)cc2)c2ccccc12	0.0%
Cc1cc(N2CCCCC2)nc2ccc(NC(=O)CCC(=O)N3CCN(c4cccc(Cl)c4)CC3)cc12	0.1%
CC(NC(=O)C(=O)Nc1c2c(nn1-c1ccc(F)cc1)CSC2)c1ccccc1 (stereo unspecified)	-1.0%
CCC(=O)N1CCc2cc(S(=O)(=O)NC(C(=O)NCCc3ccc(Cl)cc3)C(C)C)ccc21 (stereo unspecified)	-0.4%
COc1cccc(C(=O)Nc2ccc(-c3cc(C(F)(F)F)nn3-c3ccccc3)cc2)c1	14.5%
COc1ccccc1-n1c(/C=C/c2ccccc2)nc2ccccc2c1=O	1.9%
CCOC(=O)c1ccc(N2C(=O)c3n[nH]c(-c4ccco4)c3C2c2cccc(OC)c2)cc1 (stereo unspecified)	-15.6%

Reprinted at random: 3 entries already listed.
SMILES	Sm TGR block
COC(=O)c1cnc(NCc2ccc(F)cc2)c2ccccc12	0.0%
COc1cccc(C(=O)Nc2ccc(-c3cc(C(F)(F)F)nn3-c3ccccc3)cc2)c1	14.5%
COc1cccc(N2CC(NC(=O)C3CC3)CC2=O)c1 (stereo unspecified)	9.1%

Assay outcomes (PubChem)

The list is partial; rates above refer to the full screens.
